Assay outcomes from PubChem.
mIDH1 inhibitor: blocks human mutant IDH1 R132H enzyme; O75874; AID 602179; 390,000 tested, 0.093% active; IDH1-R132H enzyme, NADPH consumption, diaphorase/resazurin fluorescence; Potency, µM (top dose mostly 76.6 µM), for the others: at the top dose activity change, negative = inhibition, most hits filed as inhibitors; further: potency means the concentration at half of the fitted maximal effect; on the % scale 0 is the no-effect control and ±100 the full control effect; nearly all actives have a fitted effect of over 65% in size
Target sequence (O75874 whole entry R132H, stated change not applied): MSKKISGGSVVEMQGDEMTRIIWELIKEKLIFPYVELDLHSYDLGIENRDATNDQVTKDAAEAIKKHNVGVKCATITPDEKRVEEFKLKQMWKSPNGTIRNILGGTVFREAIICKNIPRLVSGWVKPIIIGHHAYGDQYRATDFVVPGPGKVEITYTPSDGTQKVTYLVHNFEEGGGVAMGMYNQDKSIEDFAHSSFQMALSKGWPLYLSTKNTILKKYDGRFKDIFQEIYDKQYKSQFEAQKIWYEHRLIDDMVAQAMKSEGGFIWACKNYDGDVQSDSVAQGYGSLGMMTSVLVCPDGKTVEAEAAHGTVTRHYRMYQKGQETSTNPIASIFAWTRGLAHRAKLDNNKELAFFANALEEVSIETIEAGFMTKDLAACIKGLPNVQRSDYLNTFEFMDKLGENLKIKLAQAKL
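IDH1-R132H (0.5 ug/mL) preincubated 30 min with compound, then NADPH (0.016 mM) and alpha-KG (2 mM) added; 80 min at RT, pH 7.5. Remaining NADPH coupled via diaphorase/resazurin to fluorescence (540/590 nm); concentration-response curves normalized to no-enzyme control.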
RGS4 inhibitor: inhibitors of human regulator of G protein signaling 4; P49798; Transcreener GDP fluorescence polarization, RGS4-accelerated GTP hydrolysis; Potency, µM (top dose mostly 114 µM), for the others: top-dose activity change, negative = inhibition, usual class: inhibitors; 390,000 tested, 0.039% active; further: potency means the concentration at half of the fitted maximal effect; on the % scale 0 is the no-effect control and ±100 the full control effect; nearly all actives have a fitted effect of over 75% in size; some results filed as inactive show a strong effect at the top dose
Target sequence (P49798 whole entry, looked up): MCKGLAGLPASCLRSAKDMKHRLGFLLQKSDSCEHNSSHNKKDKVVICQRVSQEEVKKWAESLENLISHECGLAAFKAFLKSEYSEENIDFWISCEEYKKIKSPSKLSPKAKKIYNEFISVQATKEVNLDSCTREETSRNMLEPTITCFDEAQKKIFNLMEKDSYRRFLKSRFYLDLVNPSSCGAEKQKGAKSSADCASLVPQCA
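MLSMR compounds (23 nl, pin-transferred) preincubated 10 min at room temperature with a 500nM (2x) first reagent, then RGS4 at 900nM (2x) plus Transcreener GDP mix added; fluorescence polarization (620/688 nm) read before and after 90 min at 30 °C.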
LDHA block: LDHA (human) enzyme inhibition; P00338; purified LDHA, NADH/diaphorase-resazurin fluorescence; stronger effect = lower value; activity change, % (values are at about 110 or 230 µM); 480,000 tested, 0.15% active; AID 1347041; in the data active means activity change below about -30%; inconclusive means mostly about -25% to -30%;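 further: plate controls were DMSO wells for no effect and wells without enzyme for full effect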
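Resorufin fluorescence (ex540/em590), read at 0 and 20 min after diaphorase/resazurin addition, reports the NADH left after a 5 min room-temperature reaction of 2 nM human LDH5 with 0.06 mM NADH and 0.2 mM pyruvate.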
Glioma ERSR ind: induces the endoplasmic reticulum stress response in human glioma cells; Potency, µM, inactives show top-dose activation, hits mostly activators; AID 602332; 420,000 tested, 0.02% active; U87-MG GRP78 promoter luciferase reporter, 16 h; further: potency means the concentration at half of the fitted maximal effect; series mostly up to about 76 µM; % of control where 0% means no effect; nearly all actives have a fitted effect of over 35% in size
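Stably transfected U87-MG glioma cells carrying a GRP78-based luciferase sensor; 16 h compound incubation. Luminescence end-point read 10 min after Bright-Glo addition at room temperature.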
Vif-APOBEC3F blk: inhibitors of Vif-A3F interaction | HeLa A3F-eYFP + Vif (tagged APOBEC3F with the HIV-1 protein that degrades it), YFP fluorescence increase | 390,000 tested, 0.2% active | Potency, µM (series often up to 46.1 µM), for inactives: top-dose activity, negative = active | AID 602313; further: potency means the concentration at half of the fitted maximal effect; % of control where 0% means no effect; nearly all actives have a fitted effect of over 65% in size
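Fluorescence increase (Ex 488/Em 500-530) after overnight compound treatment at 37 deg C flags inhibition of Vif-driven A3F-eYFP loss in stable HeLa A3F-eYFP/Vif cells seeded overnight beforehand.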
Vif-A3G inh: inhibitors of Vif-APOBEC3G interaction; AID 602310; 410,000 tested, 0.076% active; Q9HC16; HeLa A3G-eYFP + Vif (tagged APOBEC3G with the HIV-1 protein that degrades it), YFP fluorescence, overnight; Potency, µM (highest dose often 46.1 µM), inactives show top-dose activity, negative = active, most hits filed as inhibitors;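 further: potency means the concentration at half of the fitted maximal effect; on the % scale 0 is the no-effect control and ±100 the full control effect; nearly all actives have a fitted effect of over 60% in size; hits raise eYFP signal because A3G escapes Vif-driven loss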
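HeLa cells stably expressing Vif and C-terminally eYFP-tagged A3G, seeded overnight at 37 deg C, then exposed to compound by pintool overnight at 37 deg C. Rise in yellow fluorescence (Ex 488/Em 500-530, Acumen) marks blocked Vif-driven A3G degradation.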
USP1-UAF1 inh: blocks the human USP1/UAF1 deubiquitinase complex. O94782. recombinant USP1/UAF1, Ub-Rhodamine cleavage fluorescence. Potency, µM (series often up to 57.1 µM), for the others: at the highest dose activity change, negative = inhibition, actives largely listed as inhibitors. 390,000 tested, 0.23% active; further: potency means the concentration at half of the fitted maximal effect; on the % scale 0 is the no-effect control and ±100 the full control effect; nearly all actives have a fitted effect of over 60% in size; inactives centre near -12
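1 nM enzyme complex + cpd, 15 min RT; start with Ub-Rho 150nM final; kinetic fluorescence ex 480/em 540, 6 reads q60 s. Buffer 50mM HEPES pH 7.8, 0.5mM EDTA, 0.1 mg/ml BSA, 1mM TCEP, 0.01% Tween-20.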
TrxR1 substrate: is turned over as a substrate by rat TrxR1 | O89049 | purified TrxR1 substrate turnover, NADPH consumption readout | Potency, µM (highest dose often 114 µM), for the others: at the top dose activity change, negative = substrate turnover | 390,000 tested, 0.01% active; further: potency means the concentration at half of the fitted maximal effect; on the % scale 0 is the no-effect control and ±100 the full control effect; nearly all actives have a fitted effect of over 50% in size
Target sequence (O89049 whole entry, looked up): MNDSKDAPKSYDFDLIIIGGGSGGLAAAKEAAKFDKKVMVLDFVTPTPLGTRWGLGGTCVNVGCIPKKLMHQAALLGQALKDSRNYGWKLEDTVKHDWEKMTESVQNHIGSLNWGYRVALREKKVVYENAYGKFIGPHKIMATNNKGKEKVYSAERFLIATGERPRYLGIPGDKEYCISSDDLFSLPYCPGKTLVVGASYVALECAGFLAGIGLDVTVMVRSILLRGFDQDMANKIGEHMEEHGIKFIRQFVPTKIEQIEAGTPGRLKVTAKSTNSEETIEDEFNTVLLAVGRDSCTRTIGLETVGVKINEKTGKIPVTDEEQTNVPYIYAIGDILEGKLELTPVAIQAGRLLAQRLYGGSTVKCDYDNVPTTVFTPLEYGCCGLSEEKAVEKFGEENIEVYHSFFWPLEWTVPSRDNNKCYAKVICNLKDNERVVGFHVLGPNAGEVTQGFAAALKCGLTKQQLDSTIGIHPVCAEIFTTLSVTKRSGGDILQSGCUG
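Rat TrxR1, dispensed at 90 nM, was prereduced with 400 uM NADPH (final) for 5 min at ~22 deg C, then incubated with compound 15 min before 400 uM selenite. A first-read NADPH fluorescence drop versus no-compound background flagged substrates.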
rTrxR1 inhibitor: rat TrxR1 inhibition. O89049. recombinant rTrxR1, NADPH fluorescence consumption, selenite substrate. AID 588453. Potency, µM (titrated, usually from 114 µM), for the others: top-dose activity change, negative = inhibition, actives largely listed as inhibitors. 390,000 tested, 1% active; further: potency means the concentration at half of the fitted maximal effect; on the % scale 0 is the no-effect control and ±100 the full control effect; nearly all actives have a fitted effect of over 65% in size
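Rat TrxR1 (90 nM in the dispensed reagent) was pre-reduced with 400 uM NADPH for 5 min at room temperature, then incubated with compound for 15 min. After 400 uM selenite was added, NADPH fluorescence (Ex 340/Em 450 nm) was followed for 8 min.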
* marks the source's active call; other numbers are inactive results; ? = inconclusive; & = joins results of further samples; [ ] = another dose, or the depositor's remark. Unless noted, the call rests on the fitted dose curve; in most records, active means well fitted curve in the direction sought with a large enough effect; inconclusive means small, poorly fitted or top-dose-only effect, or another doubt; inactive means no such curve, though single readings can be large; an effect the other way counts as inactive or inconclusive. An excerpt. The share of hits here may be higher or lower than overall.

SMILES	mIDH1 inhibitor	RGS4 inhibitor	LDHA block	Glioma ERSR ind	Vif-APOBEC3F blk	Vif-A3G inh	USP1-UAF1 inh	TrxR1 substrate	rTrxR1 inhibitor
Cc1ccc(NC(=O)Nc2ccc(F)c(Cl)c2)cc1	1%	10%	-5	1%	7%	-1%	-19%	-1%	23%
O=C(Nc1cccnc1)c1ccc([N+](=O)[O-])o1	0%	18%	-11	0%	1%	-22%	-19%	-10%	-30%
O=C1NC(=O)C(=Cc2ccc(Cl)c(Cl)c2)S1	-6%	-32%	-8	2%	8%	6%	-7%	-12%	-14%
Cc1ccccc1C1NC(=O)Cc2ccccc21 (stereo unspecified)	12%	3%	4	0%	-1%	0%	9%	-3%	0%
Cc1ccc(N/C=C/C(=O)c2ccco2)c(O)c1	17%	-6%	3	0%	-4%	?	-15%	-7%	7%
Cc1nc(-c2cccc(NC(=O)Cc3ccccc3)c2)cs1	0%	-14%	-8	11%	8%	-3%	-24%	9%[57.1 µM]	19%[57.1 µM]
COc1cccc(CNC(=O)c2ccccc2-c2ccccc2)c1	-12%	5%	-3	1%	-4%	0%	-21%	9%	25%
CCN(CC)CC(=O)Nc1c2c(nc3ccccc13)N(C)CC2	5%	11%	?	-5%	5%	0%	-6%	44%	-26%
Cc1ccc(NC(=O)C(=O)NCCN2CCN(Cc3ccc([N+](=O)[O-])cc3)CC2)cc1	2%	13%	-8	0%	-9%	1%	-7%	-11%	-14%
CCC(C)(C)C1CCc2[nH]nc(C(=O)NC3CCCCC3)c2C1 (stereo unspecified)	1%	-1%	-1	-1%	2%	-1%	-14%	4%[57.1 µM]	16%[57.1 µM]
O=C(CN1C(=O)COc2ccccc21)N(Cc1cccnc1)Cc1ccccc1F	-3%	9%	-3	-2%	-1%	2%	7%	-3%	9%
COCCNS(=O)(=O)c1ccc(OCC(=O)N2CCc3ccccc3C2)c(Cl)c1	-4%	-8%	-4	-3%	-2%	0%	-11%	-1%	5%
Cn1c(=O)c(=O)n(C)c2cc(S(=O)(=O)CCC(=O)Nc3cccc(C(F)(F)F)c3)ccc21	0%	-3%&-13%	-16&-3	-1%	-5%	2%	-19%&-15%	-14%&3%	?
CCOC(=O)N1CCN(C(=S)Nc2cc(S(=O)(=O)N3CCOCC3)ccc2Cl)CC1	2%	-21%	-4	-4%	-2%	?	-17%	-5%	-20%
CC(C)(C)N(NS(=O)(=O)c1ccc(F)cc1)c1ccccc1	5%	?	4	1%	-5%	-3%	-20%	5%[57.1 µM]	-3%[57.1 µM]
C#CCN1C(=O)C2C(C(=O)NC)C3C=CC2(O3)C1C(=O)NCc1ccc(OC)cc1 (stereo unspecified)	6%	-14%	1	-1%	-2%	-1%	-16%	4%	-3%
CCc1nc(N2CCC(C)CC2)c2oc3ccccc3c2n1	3%	10%	-1	-2%	-20%	-10%	-11%	13%	4%
CCOC(=O)N1CCN(C(=O)c2ccc3c(=O)n(-c4ccc(OC)cc4)c(=S)[nH]c3c2)CC1	2%	7%	0	3%	-19%	0%	-4%	10%	16%
Cc1ccc(C(=O)N2CCC(Cc3ccccc3)CC2)cc1S(=O)(=O)N1CCOCC1	1%	2%	-2	-1%	-1%	4%	-13%	-3%	4%
Cc1ccc(NC(=O)CN2C(=O)NC3(CCc4ccccc43)C2=O)cc1S(=O)(=O)N1CCCCC1 (stereo unspecified)	-5%	10%	-1	-5%	-23%	-6%	-19%	-6%	13%
Nc1c(C(=O)N/N=C/c2ccc([N+](=O)[O-])cc2)cnn1-c1ccccc1	0%	-25%	-8	0%	12%	-8%	-18%	2%	12%
O=C(COc1coc(CN2CCc3ccccc32)cc1=O)NCCc1ccccc1	4%	-9%	5	-3%	4%	5%	-16%	-7%	-8%
CN(CCC#N)C(=O)COC(=O)c1cc(Cl)cc(Cl)c1N	-2%	15%	-2	-3%	1%	-1%	-6%	223%[activator]	1%
O=C(NC1CCCC1)C1CC(=O)N(C2CCCCCCC2)C1 (stereo unspecified)	4%	31%	0	-3%	-1%	0%	-16%	7%	23%
Cc1[nH]c2ccccc2c1-c1csc(NC(=O)CSCC(=O)O)n1	6%	-20%	-5	-2%	-10%	-1%	-20%	7%	6%
N#Cc1c(NC(=O)C2CCCO2)sc2c1CCCCCC2 (stereo unspecified)	1%	-6%	3	4%	1%	0%	-12%	-3%	3%
C=CCN1C=C(C(=O)c2ccccc2)C(=O)CC1	-10%	-1%	-8	0%	7%	-1%	-3%	-11%	-4%
O=C(CN1CCN(c2ncccn2)CC1)Nc1ccccc1-n1cccc1	8%	13%	-15	-4%	-10%	1%	-7%	6%	0%
CC(C)(C)c1ccc(NC(=O)CCNC(=O)c2ccco2)cc1	7%	15%	-10	2%	-3%	0%	-3%	5%	1%
CC1=C(C(=O)N2CCOCC2)C(c2ccc(Br)cc2)NC(=S)N1c1ccccc1 (stereo unspecified)	-1%	-9%	-7	1%	3%	0%	-8%	-2%[57.1 µM]	-18%[57.1 µM]
Cc1nn(CCC(=O)NCCc2ccccc2Cl)c(=O)c2nn(-c3ccccc3)c(C)c12	-4%	-16%[56.9 µM]	-2	0%	1%	1%	-6%	5%[57.1 µM]	15%[57.1 µM]
CCc1ccc2oc(-c3ccc(NC(=O)c4ccc(OC)c(Br)c4)cc3)nc2c1	-2%	10%	-4	2%	0%	0%	-12%	3%	8%
CCOc1ccc(NC(=O)N(CCN(C)C)C(C)c2ccncc2)cc1 (stereo unspecified)	-4%	12%	0	-3%	-2%	4%	-16%	10%	40%[activator]
COc1cnc(-c2ccccn2)nc1N(C)c1ccccc1	-7%	7%	4	0%	?	3%	-12%	-10%	-4%
Cc1noc(C)c1C(=O)NC1=NCCS1	-12%	28%	-5	-3%	2%	3%	-10%	-6%	6%
Cc1ccccc1-c1nc(CN2CCC(C(=O)O)CC2)c(C)o1	1%	0%	-5	-3%	2%	2%	-2%	3%	12%
CCS(=O)(=O)N1Cc2ccccc2CC1C(=O)N1CCN(c2cccc(C)c2C)CC1 (stereo unspecified)	1%	-18%	-2	1%	-1%	-2%	?	-5%	-17%
C/C(=N\NS(=O)(=O)c1c(C)cc(C)cc1C)c1ccncc1	-2%	-13%	-2	-2%	1%	4%	-11%	-1%	-1%
CC(C)CC1=NN(C(=O)c2cccnc2)C(O)(C(F)(F)F)C1 (stereo unspecified)	3%	-6%	-1	2%	-1%	0%	-14%	9%[57.1 µM]	7%[57.1 µM]
CCOc1ccc(-c2nn3c(-c4ccc(F)cc4)nnc3s2)cc1	6%	16%	-9	-1%	-5%	1%	-16%	13%	27%

Ordered by value in LDHA block (highest first): three of the compounds above.
| SMILES | RGS4 inhibitor | LDHA block | Glioma ERSR ind | USP1-UAF1 inh | TrxR1 substrate | rTrxR1 inhibitor |
| --- | --- | --- | --- | --- | --- | --- |
| CC(C)CC1=NN(C(=O)c2cccnc2)C(O)(C(F)(F)F)C1 (stereo unspecified) | -6% | -1 | 2% | -14% | 9%[57.1 µM] | 7%[57.1 µM] |
| CCS(=O)(=O)N1Cc2ccccc2CC1C(=O)N1CCN(c2cccc(C)c2C)CC1 (stereo unspecified) | -18% | -2 | 1% | ? | -5% | -17% |
| CCOc1ccc(-c2nn3c(-c4ccc(F)cc4)nnc3s2)cc1 | 16% | -9 | -1% | -16% | 13% | 27% |

The listing continues.
SMILES	mIDH1 inhibitor	RGS4 inhibitor	LDHA block	Glioma ERSR ind	Vif-APOBEC3F blk	Vif-A3G inh	USP1-UAF1 inh	TrxR1 substrate	rTrxR1 inhibitor
CCC(C)Sc1nnc(Cc2cc(=O)[nH]c(=O)[nH]2)n1-c1ccc(OC)cc1 (stereo unspecified)	5%	-20%	-2	-2%	-8%	2%	-25%	7%	19%
COc1ccc(N2CC(C(=O)Nc3nnc(SCC(=O)N4CCOCC4)s3)CC2=O)cc1 (stereo unspecified)	1%	-33%	-5	-1%	-6%	-6%	-14%	13%	26%
CCOc1ccccc1NC(=O)NCc1ccccn1	16%	29%	-5	-3%	1%	0%	-10%	2%	10%
O=C(Cn1cnnn1)NCCc1ccc(Cl)cc1Cl	2%	-2%	-8	-3%	-1%	0%	-16%	2%	13%
CCOC(=O)C1(C)C=C(Nc2ccc(C)cc2)C(=O)N1c1ccccc1 (stereo unspecified)	-8%	-29%	0	-2%	1%	6%	-28%	8%	25%
Cc1cccc(-n2[nH]c(C)c(C=Nc3ccc4[nH]c(=O)[nH]c4c3)c2=O)c1	1%	15%	-10	0%	?	2%	-4%	-9%	11%[57.1 µM]
COc1ccc(/C=C(\NC(=O)c2ccco2)C(=O)NCCc2nc3ccccc3[nH]2)cc1	-24%	-5%	-3	1%	1%	0%	-3%	-1%	-1%
Cc1nn(-c2ccccc2)nc1-c1nnc(-c2ccc(C(F)(F)F)cc2)o1	1%	0%	-4	-3%	-10%	1%	-1%	12%[57.1 µM]	6%
Cc1ccc(-n2c(=O)c3cccnc3n2CC(=O)Nc2cccc(C)c2C)cc1	0%	11%	0	-3%	-8%	2%	-3%	66%[activator][57.1 µM]	4%[57.1 µM]
Cc1ccc(CSc2oc(-c3ccco3)nc2S(=O)(=O)c2ccc(Br)cc2)cc1	-1%	-42%	0	-4%	-4%	-1%	-12%	5%[2.29 µM]	?
